# Bioassay records (PubChem BioAssay)
# CHT PAM = allosterically activates the human high affinity choline transporter. Q9GZV3. CHT-expressing cells, membrane potential dye, choline EC20; hits give high values; LV-AA mutant CHT in HEK293 cells. B-score at 10 µM. actives 0.49% (n = 310,000);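 active = initial fluorescence not abnormally high and integrated response B-score, plate-corrected, over 3 SD above library mean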
# Target sequence (Q9GZV3 whole entry, looked up): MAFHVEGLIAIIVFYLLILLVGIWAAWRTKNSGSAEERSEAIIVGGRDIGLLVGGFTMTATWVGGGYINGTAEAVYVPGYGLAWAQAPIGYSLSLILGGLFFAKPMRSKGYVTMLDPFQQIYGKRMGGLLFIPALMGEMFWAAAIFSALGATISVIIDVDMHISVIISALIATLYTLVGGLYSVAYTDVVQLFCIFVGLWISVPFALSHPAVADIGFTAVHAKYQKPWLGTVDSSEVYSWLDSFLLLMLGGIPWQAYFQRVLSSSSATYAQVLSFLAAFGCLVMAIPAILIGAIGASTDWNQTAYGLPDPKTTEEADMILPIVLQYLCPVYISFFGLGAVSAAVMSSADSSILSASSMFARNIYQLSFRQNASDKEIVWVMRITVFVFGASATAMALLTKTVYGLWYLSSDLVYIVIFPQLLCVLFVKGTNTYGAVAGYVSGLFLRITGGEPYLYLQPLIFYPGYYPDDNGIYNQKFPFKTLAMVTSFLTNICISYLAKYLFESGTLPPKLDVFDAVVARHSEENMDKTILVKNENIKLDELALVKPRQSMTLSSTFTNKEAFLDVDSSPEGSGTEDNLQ
# OX1R antag = antagonists of human orexin 1 receptor. AID 434989. actives 0.43% (n = 330,000). CHO/OX1R cells, Fluo-8 calcium fluorescence, orexin A. inhibition, % at 5 µM;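 active = inhibition above its plate's threshold, mean inhibition of all tested compounds on the plate plus 3 SD, cut at about 37% in these data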;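 also: 0% = orexin A challenge wells and 100% = SB-334867-A antagonist wells; not every result past the cut was called active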
# Target sequence (O43613 whole entry, looked up): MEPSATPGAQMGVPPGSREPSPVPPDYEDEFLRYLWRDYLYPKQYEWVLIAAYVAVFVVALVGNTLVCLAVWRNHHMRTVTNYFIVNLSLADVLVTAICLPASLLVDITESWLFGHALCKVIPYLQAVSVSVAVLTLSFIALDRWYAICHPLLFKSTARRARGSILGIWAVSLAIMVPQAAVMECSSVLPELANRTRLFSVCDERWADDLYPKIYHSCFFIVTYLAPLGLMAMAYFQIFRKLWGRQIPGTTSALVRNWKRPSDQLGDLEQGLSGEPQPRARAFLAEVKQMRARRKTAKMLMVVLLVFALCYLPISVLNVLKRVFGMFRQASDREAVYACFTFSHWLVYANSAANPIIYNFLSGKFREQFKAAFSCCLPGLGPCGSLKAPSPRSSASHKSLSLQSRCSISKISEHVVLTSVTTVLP
# * = called active by the depositor; i = inactive; x = not tested or not shown.
SMILES,CHT PAM,OX1R antag
Cc1c(C(=O)Nc2ccc(C(F)(F)F)cc2)sc2ncn(CC(=O)N3CCN(c4ccccn4)CC3)c(=O)c12,i,-22.1
COc1cc2c(cc1OC)CN(C(=O)c1ccc(S(=O)(=O)N3CCCC3)cc1)CC2,i,-16.4
COc1ccc(NC(=O)CSc2nnc(CN3CCOCC3)n2-c2ccccc2)cc1Cl,i,-2.2
O=C(NC1CCN(C(=S)NCCc2ccccc2)CC1)C1CCCCC1,i,-29.9
O=C(OCC(=O)N1CCc2ccccc21)c1ccc([N+](=O)[O-])cc1,x,-2.7
CC(C)(C)c1csc(CS(=O)(=O)c2ccccn2)n1,i,-4.9
CCc1cc2c(SCC(=O)c3ccc(Cl)s3)ncnc2s1,i,-13.2
Cc1nn(C)c(C)c1S(=O)(=O)N(CC(=O)NCCCOC(C)C)c1ccc(C(C)C)cc1,i,-30.5
CN(Cc1cccnc1)C(=O)c1cc(COc2ccc3ncccc3c2)on1,i,-3.8
N/C(=N\O)c1ccc([N+](=O)[O-])s1,i,-8.4
O=C(Nc1cccc(F)c1)NC1CCCCC1,i,15.5
CNC(=S)N(Cc1ccc(Cl)cc1)Cc1cccs1,i,-18.5
O=c1[nH]c(C2CCN(S(=O)(=O)c3ccccc3)CC2)nc2c1nnn2Cc1ccc2c(c1)OCCO2,i,-20.2
O=C(Nc1cccc(Br)c1)c1ccc2nc(N3C(=O)CCC3=O)sc2c1,i,-7.7
NNC(=O)c1oc2nc(-c3cccs3)cc(-c3ccco3)c2c1N,i,-18.2
CCCCNC(=O)c1ccccc1NC(=O)CCSc1ccccc1,i,-12.6
CN(Cc1ccc2c(c1)OCCO2)C(=O)CN1C(=O)NC2(CCCCC2)C1=O,i,-0.8
Cc1ccc(C(=O)OC2OC(=O)C(Cl)=C2N2CCOCC2)cc1 (configuration not stated),i,-4.7
COc1ccc(N2CC(NS(=O)(=O)c3ccc4ccccc4c3)CC2=O)cc1 (configuration not stated),i,-25.2
CN(c1ccccc1)c1nc(N2CCCC2)nc(-n2ccnc2)n1,i,-34.6
COc1ccc(CCC(=O)N2CCN(C(=O)c3ccccc3)CC2)cc1,i,4.8
Cc1nc(-c2cccc(NC(=O)c3cccc(S(=O)(=O)N4CCCC4)c3)c2)cs1,x,4.1
CCOC(=O)N/N=C\c1ccc(OC(=O)c2ccco2)cc1,i,-22.3
NC(=O)c1c(NC(=O)CCCn2cnc([N+](=O)[O-])n2)sc2c1CCCC2,i,-4.3
CCNC(=S)N/N=C/c1ccc(C(=O)O)cc1,i,-4.2
COc1ccc(Cl)cc1NC(=O)CNCc1cccs1,i,-19.7
O=C(/C=C/c1cccc([N+](=O)[O-])c1)NCC1CCCO1 (configuration not stated),i,-19.6
CN(C(=O)c1cc(-n2cnnc2)ccc1Cl)c1ccccc1,i,-6.6
CCN(CC)S(=O)(=O)c1ccc(N2CCOCC2)c(NC(=O)CCC2CCCCC2)c1,i,-27.0
CN(Cc1ccccc1)C(=O)COC(=O)c1ccc(Cl)c(N)c1,i,-10.3

# As a working copy, two of the compounds above.
SMILES,CHT PAM,OX1R antag
Cc1c(C(=O)Nc2ccc(C(F)(F)F)cc2)sc2ncn(CC(=O)N3CCN(c4ccccn4)CC3)c(=O)c12,i,-22.1
COc1cc2c(cc1OC)CN(C(=O)c1ccc(S(=O)(=O)N3CCCC3)cc1)CC2,i,-16.4

# (more compounds)
SMILES,CHT PAM,OX1R antag
COc1ccccc1OCC(=O)Nc1ccccc1C(=O)N1CCCCC1,i,-9.2
NC(=O)CSc1nc2cccnc2n1-c1ccc(F)cc1,i,x
CCOC(=O)c1sc(NC(=O)c2ccc(S(=O)(=O)N(C)C)cc2)cc1C,i,5.7
Nc1oc2ccccc2c1C(=O)Cc1ccccc1O[C@@H]1O[C@H](CO)[C@@H](O)[C@H](O)[C@H]1O,i,-5.7
CC(=O)N1CCN(S(=O)(=O)c2ccc(S(=O)(=O)NC3CCCCC3)cc2)CC1,i,-11.2
NC(=O)CSc1nc(-c2ccccc2Cl)ns1,i,-9.0
O=C(COc1ccc(C(=S)N2CCOCC2)cc1)N1CCOCC1,i,-8.1
CN1N=C2c3ccccc3CCCC2C1c1ccc(F)cc1 (configuration not stated),i,-30.8
COC(=O)c1ccc(CN2C(=O)C(C)N(C(=O)c3c(F)cccc3F)c3ccccc32)cc1 (configuration not stated),i,-28.7
COC(=O)[C@@]12CCCCN1[C@H](c1ccc(-c3ccc(C(C)=O)cc3)cc1)[C@H]1C(=O)N(C)C(=O)[C@H]12,i,-24.4
CCn1c(SCC(=O)N2CC(=O)Nc3ccccc32)nnc1-c1ccoc1C,i,-6.2
COc1ccccc1N1CC(C(=O)Nc2nc(C)cs2)CC1=O (configuration not stated),x,-9.2
COc1ccc(/C=C2\SC(=O)N(CCNC(=O)Cc3coc4cc(C)ccc34)C2=O)cc1OC,i,6.2
CCCCn1c(N)c(N(CC(C)C)C(=O)Cn2c(=O)cnc3ccccc32)c(=O)[nH]c1=O,i,-3.7
CC(C)CNC(=O)COC(=O)c1cc(S(=O)(=O)N(C)C)ccc1N1CCCC1,i,-39.5

# Retrieved by compound from the entries so far:
SMILES,CHT PAM,OX1R antag
CC(=O)N1CCN(S(=O)(=O)c2ccc(S(=O)(=O)NC3CCCCC3)cc2)CC1,i,-11.2
COc1ccccc1OCC(=O)Nc1ccccc1C(=O)N1CCCCC1,i,-9.2

# Later entries
SMILES,CHT PAM,OX1R antag
Oc1ccc(C[C@@H]2CNCCN2CCc2cccc(F)c2)cc1,i,-6.3
CC(Sc1nncn1C)C(=O)Nc1ccc(S(N)(=O)=O)cc1 (configuration not stated),i,-18.5
CCOC(=O)C1(Cc2ccccc2C)CCCN(C(=O)c2cc(CC)nn2C)C1 (configuration not stated),i,-21.5
Cc1csc(SCC(=O)NCc2cccs2)n1,i,-6.5
O=S(=O)(Nc1cccc(-n2cnnn2)c1)c1ccccc1F,i,-6.1
COC(=O)c1ccc(C23CC4(C2)[C@H](CN(CC2CCCCC2)[C@@H]4c2ccccc2)C3c2ccc(C(F)(F)F)cc2)cc1 (some centres not stated),i,-30.7
Cc1c(N=NC2=C(O)CCCC2=O)c(=O)n(-c2ccccc2)n1C,i,-15.5
COC(=O)c1ccc(C)c(NC(=O)CSc2nc3[nH]c(=O)cc(O)c3s2)c1,x,-3.2
Cc1ccc(S(=O)(=O)N2CCOCC2)cc1NC(=O)CSc1nnc(NC2CC2)s1,x,-18.2
O=C(COC(=O)c1cc[n+]([O-])cc1)Nc1ccc(Cl)c(C(F)(F)F)c1,x,22.0
COc1ccc(N2CCN(S(=O)(=O)c3cccc4cccnc34)CC2)cc1,i,-22.2
Cc1ccc(CNC(=O)C2CC(=O)N(C3CCCCCC3)C2)cc1 (configuration not stated),i,-13.8
COc1ccc(-c2cc(=O)oc3cc(OC(=O)C4CCCCC4)ccc23)cc1,i,6.4
CC(C)n1cc(CN2CCN(C)C(CCO)C2)c2ccccc21 (configuration not stated),i,-19.1
CCCCNC(=O)c1cc2c(C)cc(C)cc2[nH]1,i,-12.2

# Next section; the last two above are carried over.
SMILES,CHT PAM,OX1R antag
CC(C)n1cc(CN2CCN(C)C(CCO)C2)c2ccccc21 (configuration not stated),i,-19.1
CCCCNC(=O)c1cc2c(C)cc(C)cc2[nH]1,i,-12.2
CCCCn1nc(C(=O)Nc2cc(S(=O)(=O)N(C)C)ccc2C)c2ccccc2c1=O,i,-30.3
N#CC1(NC(=O)COc2ccc(S(=O)(=O)N3CCCC3)cc2[N+](=O)[O-])CCCCC1,i,-2.4
O=c1c2c3c(sc2ncn1/N=C/c1ccc([N+](=O)[O-])o1)CCCC3,i,2.1
COc1ccc(/C=C/C(=O)NCCCN2CCCC2)cc1,i,-6.5
NS(=O)(=O)c1cccc(NC(=O)COC(=O)CCc2ccccc2)c1,i,-15.6
CCc1cccc2c(C=C(C#N)C#N)cn(CC(=O)N3CCCCCC3)c12,i,-9.1
Cc1cc(C)c(S(=O)(=O)N2CCCOC2CNC(=O)C(=O)NCCc2c[nH]c3ccccc23)c(C)c1 (configuration not stated),i,-12.2
Cc1ccc(N(Cc2cc(=O)[nH]c3ccccc23)C(=O)CCl)cc1,i,-10.9
O=S(=O)(NCCOc1ccccc1Cl)c1ccc2oc3ccccc3c2c1,i,54.8*
CCOC(=O)C1CCCN(S(=O)(=O)c2ccc3c(c2)NC(=O)CO3)C1 (configuration not stated),i,-4.8
CC(Sc1nnnn1C)C(=O)Nc1nc(-c2ccc(F)c(F)c2)cs1 (configuration not stated),x,30.5
COc1cc([N+](=O)[O-])ccc1NC(=O)/C=C/C(=O)O,i,-7.0
CCCn1c(SC2C(=O)CC(C)(C)CC2=O)nc2c1c(=O)n(C)c(=O)n2C,i,-0.4
Cc1ccc(-c2ccc(SCC(=O)Nc3cc(C)on3)nn2)cc1,i,-16.7
Cc1cc(C)n2c(SCC(=O)NC3CCCCC3)nnc2n1,i,-8.4

# Complete entries from above:
# Cc1cc(C)n2c(SCC(=O)NC3CCCCC3)nnc2n1 in the list: CHT PAM: i; OX1R antag: -8.4
# NS(=O)(=O)c1cccc(NC(=O)COC(=O)CCc2ccccc2)c1 in the list: CHT PAM: i; OX1R antag: -15.6

# The list goes on:
SMILES,CHT PAM,OX1R antag
O=C(CCSc1ccc(Cl)cc1)NCc1ccncc1,i,-9.2
Cc1oc(C(C)(C)C)cc1C(N)=O,i,-11.9
C=CCSc1nnc2nc3c(nn12)c1cc(C)ccc1n3CC=C,i,-28.8
C[C@@H]1CN([C@H](C)CO)C(=O)Cc2cc(NS(=O)(=O)c3ccc(F)cc3)ccc2O[C@H]1CN(C)Cc1ccc(C(=O)O)cc1,x,-14.1
C/C(O)=C(\N=Nc1cc(C)ccc1O)C(N)=O,i,-20.0
CCC(C)NC(=O)CN(C)S(=O)(=O)c1ccc2c(c1)c(=O)n(C)c(=O)n2C (configuration not stated),i,-10.0
CC(C)C(NS(=O)(=O)c1cccc(C(F)(F)F)c1)C(=O)N1CCc2ccccc2C1 (configuration not stated),i,-21.7
Cc1cc(S(=O)(=O)N2CCOCC2)c(C)s1,i,-11.7
CCC1CCCCN1CCCNC(=O)c1ccc2c(c1)N(Cc1c(F)cccc1Cl)C(=O)CS2 (configuration not stated),i,-23.0
CCOC(=O)c1c(C)[nH]c(C(=O)COC(=O)CCS(=O)(=O)c2ccc(C)cc2)c1C,i,-22.9
O=c1[nH]nc(Cc2ccccn2)c2ccccc12,i,-7.8
Cc1cccn2c(=O)c(C=O)c(NCc3ccccc3)nc12,i,-30.3
CC1=NNC(=O)C1CC(=O)N/N=C/c1cccs1 (configuration not stated),i,-5.9
CCN(CC)c1ccc(-n2c(O)c(C=C3N=c4ccccc4=N3)sc2=S)cc1,i,-1.6
Cc1cc(C(=O)N2CCCC(N3CCN(c4cccc(Cl)c4)CC3)C2)n(C)n1 (configuration not stated),i,x
Cc1ccc(CNC(=S)NC2CCC(C(C)(C)C)CC2)cc1 (configuration not stated),i,x
O=C(Cn1c2ccccc2c2nc3n(c(=O)c21)CCCS3)Nc1ccccc1,i,-31.5
CC(C(=O)N(C)C1CCS(=O)(=O)C1)N1C(=O)/C(=C/c2ccc(F)cc2)SC1=S (configuration not stated),i,-25.0
CCC(=O)NC(c1ccccc1OC)c1ccc2cccnc2c1O (configuration not stated),i,-35.0
COc1ccccc1Nc1nc(Cl)nc(NC(C)(C)C)n1,i,-33.4
Cc1cc(NC(=O)CSc2nnc(Nc3ccccc3F)s2)no1,i,-3.2
CC(=O)C[C@@H](O)CC(=O)[C@@H]1OC(=O)CCCCCc2ccccc21,x,-19.0
CCOC(=O)C1(CC)CC(CSc2nc3ccccc3[nH]2)OC1=O (configuration not stated),i,-11.3
COc1ccc(NC(=O)c2csc(Cc3ccc(Cl)cc3)n2)cc1,i,-18.1
Cc1cccc(C(C)(C)C)c1OCCOCCN1CCCC1,i,-10.2
O=C(CCN1CCN(Cc2ccccc2)CC1)NNC(=O)Nc1cccc(Cl)c1,i,-17.4
Cc1ccccc1C(=O)Oc1cccc(Nc2ncnc3ccccc23)c1,i,54.6*
COc1ccc2cc(C(=O)C3CCCN(C(=O)Cc4c(C)noc4C)C3)ccc2c1 (configuration not stated),i,-24.9
Cc1ccc(S(=O)(=O)NNC(=O)CCC(=O)Nc2ccc(C)c(C)c2)cc1,i,-10.6
Cc1cc(C(=O)NCc2ccccc2F)cs1,i,-1.6
CC1CCCC(NC(=O)COC(=O)c2cc3ccccc3oc2=O)C1C (configuration not stated),x,-19.8
C/C(=N\NC(=O)c1ccc([N+](=O)[O-])cc1Cl)c1ccccc1,i,-12.9
CN(C(=O)c1ccc(S(=O)(=O)N(C)C)cc1)c1ccc2ccccc2c1,i,-27.0
c1cc(-c2nnc3sc(C4CCCCC4)nn23)ccn1,i,-12.1
COc1ccc(Cl)cc1NC(=O)C1CC(=O)N(C2CCCCC2)C1 (configuration not stated),i,-13.9
CC1(C)CC(=O)c2c(O)cc(O)cc2O1,i,1.5
Clc1cc(Br)ccc1OCCOCCOc1cccc2cccnc12,i,-47.7
O=S(=O)(Oc1ccccc1N1CCCCC1)c1ccccc1,i,-23.0
O=C(CSc1ccccc1C(=O)O)c1ccc(Cl)cc1,i,5.8
O=S(Cc1ccc(Br)cc1)Cc1nnc(SCc2ccc(Br)cc2)n1-c1ccccc1 (configuration not stated),i,-14.6
CN(C)C(=O)CSc1ccc(S(=O)(=O)N2CCOCC2)cn1,x,-6.0
CC(=O)c1ccc(OCCCC(=O)N2CCN(S(=O)(=O)c3ccc(C(C)C)cc3)CC2)cc1,i,-29.0
COc1cccc(-n2nnc3c(=O)n(CC(=O)NCC4CCCO4)cnc32)c1 (configuration not stated),i,9.0
C[C@@H]1CC[C@]2(O[C@@H](CCO)C[C@H](O)[C@H]2O)O1,i,-14.4
CCOc1ccc(C(=S)N2CCOCC2)cc1OC,i,-1.0
C[C@@H]1CN(S(=O)(=O)c2ccc3c(c2)OCCO3)CCN1S(=O)(=O)c1c(F)cccc1F,x,-7.0
O=C(Nc1cc2c(cc1Cl)OCCO2)c1ccco1,i,-7.5
O=C(COc1ccc(S(=O)(=O)N2CCOCC2)cc1)NCc1ccco1,i,-6.9
